Assay outcomes: PubChem BioAssay, The Scripps Research Institute Molecular Screening Center
CHRM1 PAM – human M1 muscarinic receptor positive allosteric modulators, primary screen, CHO-K1 cells, Fluo-8 calcium fluorescence, 1536-well; CHO-K1 hM1, ACh EC20; 0% = ACh EC20, 100% = maximal ACh; 360,000 compounds, 0.088% hits; AID 588819, 2011; Muscarinic acetylcholine receptor M1 (Homo sapiens), P11229; activation, % at 3 µM; in the data active = activation above about 19%, passing the limit was not always enough
Target sequence (P11229 whole entry, looked up): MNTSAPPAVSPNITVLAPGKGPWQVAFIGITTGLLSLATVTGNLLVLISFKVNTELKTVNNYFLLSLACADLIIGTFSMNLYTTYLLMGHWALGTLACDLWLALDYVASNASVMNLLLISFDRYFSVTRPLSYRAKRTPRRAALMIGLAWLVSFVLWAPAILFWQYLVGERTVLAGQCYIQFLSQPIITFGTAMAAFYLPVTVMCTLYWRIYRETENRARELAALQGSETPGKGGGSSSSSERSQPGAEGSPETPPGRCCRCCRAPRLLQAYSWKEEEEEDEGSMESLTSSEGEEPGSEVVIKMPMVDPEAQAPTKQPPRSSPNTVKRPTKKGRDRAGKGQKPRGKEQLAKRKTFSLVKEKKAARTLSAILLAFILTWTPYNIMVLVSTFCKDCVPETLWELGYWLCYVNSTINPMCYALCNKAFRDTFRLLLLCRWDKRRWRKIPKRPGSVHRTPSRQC
M4 antag – human M4 muscarinic receptor antagonists, primary screen, CHO cells, Fluo-8 calcium fluorescence | AID 624125, 2012 | inhibition, % at 3 µM | 360,000 compounds, 0.73% hits | CHO-hM4 cells, ACh EC80 | Muscarinic acetylcholine receptor M4 (Homo sapiens), P08173;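 active = inhibition above its plate's cutoff, the mean inhibition of sample wells plus 3 SD, cut at about 27% in these data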;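 also: 0% = acetylcholine EC80 with DMSO and 100% = DMSO without agonist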
Target sequence (P08173 whole entry, looked up): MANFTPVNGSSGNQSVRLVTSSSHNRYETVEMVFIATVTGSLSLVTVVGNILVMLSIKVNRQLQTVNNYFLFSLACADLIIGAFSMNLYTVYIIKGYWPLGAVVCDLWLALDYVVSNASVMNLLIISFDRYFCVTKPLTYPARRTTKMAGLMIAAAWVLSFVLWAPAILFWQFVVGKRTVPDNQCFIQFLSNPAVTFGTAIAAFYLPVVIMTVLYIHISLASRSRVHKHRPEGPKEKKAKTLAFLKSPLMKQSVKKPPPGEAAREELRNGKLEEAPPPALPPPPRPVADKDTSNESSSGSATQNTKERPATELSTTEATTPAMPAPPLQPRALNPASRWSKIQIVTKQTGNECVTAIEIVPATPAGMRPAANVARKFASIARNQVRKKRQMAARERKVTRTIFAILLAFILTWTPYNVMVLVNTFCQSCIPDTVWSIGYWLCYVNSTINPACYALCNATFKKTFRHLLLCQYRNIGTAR
CHO parental Ca – ATP-evoked calcium signal inhibitors, parental CHO, primary screen, counter-screen for OX1R antagonist project, cell-based, fluorescence, Fluo-8 calcium dye. parental CHO-K1, ATP-induced calcium, Fluo-8 fluorescence. 330,000 compounds, 0.63% hits. inhibition, % at 5.6 µM;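 active = inhibition above that plate's mean sample inhibition plus 3 SD, cut at about 26% in these data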;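 also: 0% = ATP-challenged DMSO wells and 100% = DMSO wells without ATP; some compounds past the cut are filed as inactive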
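material = parental CHO cells | also added = ATP as calcium-mobilizing challenge | dosing = single point at 5.6 µM | detection = intracellular calcium via Fluo-8 no-wash fluorescent dye | read-out = % inhibition | benchmarks = low control ATP plus DMSO, high control DMSO only | repeats = one well per compound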
M1 ag – human M1 muscarinic receptor agonists, primary screen, Fluo-8 calcium fluorescence, CHO-K1 cells, HTS. 360,000 compounds, 0.33% hits. AID 588814, 2011. CHO-K1 hM1, agonist mode; 0% DMSO, 100% acetylcholine EC100. Muscarinic acetylcholine receptor M1 (Homo sapiens), P11229. activation, % at 3 µM;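 active = activation above the run's mean compound activation plus 3 SD, cut at about 16% in these data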;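 also: peak over basal fluorescence ratio within a 140 s kinetic read after compound addition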
OXTR potentiator – human OXTR potentiators, primary screen, fluorescence, CHO-OTR cells, Fluo-8 calcium. Oxytocin receptor (Homo sapiens), P30559. Fluo-8 calcium fluorescence, potentiator mode; 0% = oxytocin EC15, 100% = EC100. activation, % at 3 µM. 320,000 compounds, 0.061% hits;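 active = activation above that plate's cutoff, the mean activation of tested compounds plus 3 SD, cut at about 6.6% in these data, passing the limit was not always enough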;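 also: 100% uses oxytocin at 75 nM as the full agonist control; some results filed as inactive read as strong as hits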
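test system = CHO-OTR cells, human receptor | compound = single-point 3.0 µM | schedule = 6 min compound pre-incubation at room temperature, 100 s kinetic read | signal = Fluo-8 no-wash calcium dye fluorescence, excitation 470-495 nm, emission 515-575 nm | repeats = single well per compound, singlicate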
CHO-K1 Ca ag – counter-screen for M1 agonists: effect in parental CHO-K1 cells. Fluo-8 calcium fluorescence; scaled to maximal ATP response, vehicle zero. activation, % at 3 µM. 360,000 compounds, 0.48% hits. AID 602248, 2012; in the data active = activation above about 15%;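 also: untransfected CHO-K1 host cells lacking M1 receptor as counterscreen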
CHO-K1 Ca antag – nonselective inhibitor or artifact in parental CHO-K1 cells | 360,000 compounds, 0.6% hits | ATP-induced calcium, Fluo-8 fluorescence | inhibition, % at 3 µM;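 active = inhibition above a per-plate cutoff, the plate's mean sample inhibition plus 3 SD, cut at about 24% in these data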;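 also: 0% = DMSO plus EC80 ATP and 100% = DMSO alone without ATP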
CHRM1 antagonist – human M1 muscarinic receptor antagonists, primary screen, CHO-K1 cells, Fluo-8 calcium fluorescence, 1536-well | Muscarinic acetylcholine receptor M1 (Homo sapiens), P11229 | CHO-K1 hM1, ACh EC80 antagonist | inhibition, % at 3 µM | 360,000 compounds, 1.3% hits | AID 588852, 2011;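 active = percent inhibition above its own plate's cutoff, namely the mean of that plate's compound wells plus 3 SD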;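 also: peak over basal fluorescence ratio during 140 s after agonist addition; 0% = ACh EC80 plus DMSO and 100% = DMSO alone without agonist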
CHRM4 agonist – human M4 muscarinic receptor agonists, primary screen, CHO-K1 cells, Fluo-8 calcium fluorescence. Muscarinic acetylcholine receptor M4 (Homo sapiens), P08173. AID 624127, 2012. activation, % at 3 µM. CHO-K1 hM4/Gqi5; vehicle 0%, full acetylcholine response 100%. 360,000 compounds, 0.14% hits;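 active = activation above the run mean over all test wells plus 3 SD, cut at about 32% in these data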;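 also: peak over basal fluorescence ratio per well then scaled between controls; 0% = DMSO wells and 100% = acetylcholine at EC100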
* hit, by the source's call; . = not tested or not shown; & = joins results of further samples.

SMILES	CHRM1 PAM	M4 antag	CHO parental Ca	M1 ag	OXTR potentiator	CHO-K1 Ca ag	CHO-K1 Ca antag	CHRM1 antagonist	CHRM4 agonist
CC(C)[C@@H](NC(=O)C1CCC(CNC(=O)[C@H](Cc2ccccc2)NC(=O)OC(C)(C)C)CC1)C(=O)O (stereo partly drawn)	11	2	.	-1	.	0.2	8	-12	1
Cc1ccc(NC(=O)COC(=O)COc2ccc(Cl)cc2C)c([N+](=O)[O-])c1	4	-12	-11	-5	3	0.9	-7	-3	2
CCOC(=O)c1ccc(N=C2NC(=O)CS2)cc1	-2	6	-14	-6	-6	-0.1	3	3	-1
O=C(OCCN1CCOCC1)c1cccnc1	8&2	9&-1	-8&2	-1&-2	-4&-3	-0.3&4.5	9&-10	-3&1	0&1
Cn1cccc1Cc1nnc(SCC(=O)NCCc2ccccc2)n1-c1ccc(F)cc1	6	4	-11	-6	-3	0.0	-8	-7	2
O=C1CC(c2ccco2)CC2=C1C(c1ccccc1)n1nc(C(F)(F)F)nc1N2 (stereo not drawn)	6	0	-13	-3	-8	0.0	3	-32	1
Cn1c(COc2ccc3ccccc3c2)nnc1SCC(=O)O	3	4	-3	-3	-10	0.0	-19	-1	1
C=CCc1cccc2cc(C(=O)N3CCOCC3)c(=O)oc12	7	0	-4	-4	-3	0.6	-11	-19	1
COc1ccc(CNC(=O)c2cc(C(=O)C3CC3)c[nH]2)cc1	1	-4	-3	3	-7	3.0	-5	-3	4
O=C1C(Cc2ccccc2)Nc2ncnc(N3CCCCC3)c2N1Cc1ccc(Cl)cc1 (stereo not drawn)	-27	-4	-29	-13	-9	-0.7	6	26	0
COc1ccc(CNC(=O)CS(=O)(=O)Cc2nc(-c3cccc(OC)c3)oc2C)cc1	2	4	-18	1	-9	1.4	15	4	2
O=C(CSc1nnc(-c2ccncc2)n1Cc1ccco1)OC1CCCCC1	-5	6	-8	-4	-2	2.2	-5	11	3
O=C(O)CNS(=O)(=O)c1ccc(F)cc1	6	7	-8	-3	5	0.5	-12	-1	1
Cc1nc(N2CCOCC2)c2c(C)c(C(=O)Nc3ccc(C(F)(F)F)cc3)sc2n1	2	7	-15	-2	-8	1.1	1	-28	9
CN(C)S(=O)(=O)c1cccc(NC(=O)CCSc2ccc(Cl)cc2)c1	-3	-5	17	-2	-7	9.2	-5	-4	11
Cc1cccc(NC(=S)NC(NC(=O)c2ccco2)C(Cl)(Cl)Cl)c1 (stereo not drawn)	6	-1	6	3	-21	6.2	5	-23	7
COCCN(C(=O)c1ccccc1F)c1nnc(-c2ccc(OC)cc2)s1	3	-1	-24	-5	-7	0.8	3	-4	1
Cc1ccc(C2CC(C(F)(F)F)n3ncc(C(=O)NCc4ccco4)c3N2)cc1 (stereo not drawn)	10	3	-24	-6	2	-0.1	-6	-13	-1
COCCCNc1nc2c(-c3ccc(C)cc3)nnn2c2ccccc12	11	3	0	3	-2	-0.2	-2	-11	1
CC1(C(=O)Nc2ccc(F)c(Cl)c2)Cc2c(-c3cccc(C(F)(F)F)c3)ccnc2O1 (stereo not drawn)	0	-6	.	-3	.	0.7	-17	-5	1
CCCCn1nnnc1C(c1ccccc1)N1CCN(C(C)=O)CC1 (stereo not drawn)	.	3	.	.	.	1.4	-14	.	2
CC/C(=N\NS(=O)(=O)c1ccc(C)cc1)c1ccco1	6	5	-4	-4	2	0.6	-12	-13	-2
COc1ccc(CN(C(C)=O)c2cc(C)c([N+](=O)[O-])cc2OC)cc1OC	-3	-1	.	0	.	1.0	-12	5	1
FC(F)(F)c1cc(Cl)c2nc(-c3ccc(Cl)cc3)c(Cc3ccccc3)n2c1	2	-6	.	-3	.	0.0	4	-6	0
Cc1ccc(C)c(NC(=O)CSc2nnc3n2CCCCC3)c1	1	-9	5	-11	-4	1.0	-5	-2	7
C=C1CCC[C@]2(C)C[C@H]3OC(=O)C(CNCC(C)C)[C@H]3CC12 (stereo partly drawn)	2	11	-16	-4	-6	-0.1	-9	-7	0
O=C(NCc1csc2ccc(Cl)cc12)Nc1ccccc1	-7	1	3	-3	-4	0.5	3	12	0
CCN1CCN(CC#CCOc2ccccc2OC)CC1	9	-4	-5	-8	1	-0.3	13	-16	1
N#C/C(=C\C1CC=CCC1)c1nc2ccccc2[nH]1 (stereo not drawn)	-2	9	-8	0	8	2.2	2	-3	4
CC(Oc1ccccc1)C(=O)N1CCN(C(=O)C(C)Oc2ccccc2)CC1 (stereo not drawn)	9	-2	-11	-3	2	1.4	-9	-7	0
COc1ccc(S(=O)(=O)N2CCC(N3CCCC3)CC2)cc1	-9	2	-2	-7	-2	0.9	-5	20	0
Cc1cccc(NC(=O)Nc2cccc(Oc3c(F)c(F)c(F)c(F)c3F)c2)c1	-6	6	-2	-3	-9	3.5	3	10	4
O=c1nc(Oc2ccccc2)nc2ncccn12	4	10	.	0	.	1.2	-8	-11	0
CCOC(=O)c1c(CSC(=N)N)n(-c2ccc(Br)cc2)c2cc(Br)c(OC(C)=O)cc12	7	-5	.	-5	.	0.9	-6	-13	2
c1ccc(-c2nc(N3CCCCCC3)nc(-n3ccnc3)n2)cc1	1	-10	-25	-3	-2	-0.1	-2	-19	-1
O=C(NNC(=O)C1COc2ccccc2O1)c1ccccc1 (stereo not drawn)	5	0	-11	-2	-5	0.0	-11	-3	1
COc1ccc(-c2cc3ccccc3c(=O)o2)cc1	.	-2	.	.	.	1.2	-5	.	3
O=[N+]([O-])c1ccccc1/C=C/C=N/n1c(-c2ccccc2)n[nH]c1=S	17	3	-23	-12	2	1.0	-16	-19	2
CN(C1CCCCC1)C(CNS(=O)(=O)c1ccccc1)c1ccccc1 (stereo not drawn)	12	0	-32	-5	-18	0.7	-18	-23	-1
COc1ccc(-c2nnc3ccc(SCC(N)=O)nn23)cc1OC	2	14	-2	-4	-5	0.3	-6	8	1
COc1ccc(Cl)cc1NC(=O)CSc1nc(NS(=O)(=O)c2ccccc2)cc(=O)[nH]1	11	1	.	-2	.	0.6	-20	-16	0
COc1cc(C(c2sc3nc(C)nn3c2O)N2CC(C)OC(C)C2)cc(OC)c1OC (stereo not drawn)	5	0	-5	-1	2	0.2	-2	-6	0
CCOC(=O)N1CCN(C(=O)c2ccc3nc(SCc4ccc(F)cc4)n(C)c3c2)CC1	-3	-4	21	-4	-19	0.9	11	-2	4
COc1ccc(C2=NN(C(=O)/C=C/c3ccccc3)C(c3ccccc3)C2)c(OC(C)=O)c1 (stereo not drawn)	10	-4	-17	-7	3	0.0	-3	-17	1
Cc1cc(S(=O)(=O)c2ccc(Cl)cc2)nc(S(=O)(=O)c2ccc(Cl)cc2)c1C#N	-8	88*	.	-2	.	0.9	21	23	3
Cc1cccc(-n2c(=S)[nH]c3sc4c(c3c2=O)CCc2ccccc2-4)c1	2	-3	.	-5	.	3.1	-5	8	2
CCCCCCN1CCN(C2CN(CCCC)S(=O)(=O)C2)CC1 (stereo not drawn)	-18	5	.	-7	.	0.2	12	20	0
Nc1nnc(SCC(=O)NC2CCCCCCC2)s1	11	-2	-19	-4	0	2.6	-13	-13	0
O=C(c1ccc(S(=O)(=O)N2CCCCCC2)cc1)N1CCN(Cc2ccccc2)CC1	-7	8	-19	-5	-6	0.1	-1	2	1
COC(=O)c1ccc(COC(=O)CSCC(=O)Nc2ccc(C)cc2C)cc1	11	-4	-21	7	-8	1.3	-10	0	8
Cc1cccc(C)c1NC(=O)CN1CCN(c2ccc(C(F)(F)F)cn2)CC1	-10	-7	.	-9	.	2.7	8	6	6
Cc1cccc2cc(C#N)c(SCC(=O)N3CC(=O)Nc4ccccc43)nc12	-4	4	0	-3	-9	2.3	4	10	7
Cc1ccc(S(=O)(=O)N2[C@@H](c3ccc(Cl)cc3)C(C(=O)OC(C)(C)C)=CC[C@H]2c2ccc(Cl)c(Cl)c2)cc1	6	-6	.	-4	.	0.7	-2	-12	1
Oc1ccccc1CNc1nccs1	-1	3	-9	-3	2	0.5	-5	11	0
CCCOc1ccc(Cc2c(O)nc(SC)[nH]c2=O)cc1	7	0	11	-2	0	-0.2	-11	-16	0
COc1ccc(Cl)cc1-c1nc(SCC(=O)NC2CCCC2)n[nH]1	1	-1	-18	1	-4	-0.3	13	-3	3
COc1cc(CNC(C)c2ccccc2)cc(Br)c1OCc1ccc(F)cc1 (stereo not drawn)	17	4	12	1	-7	1.5	-10	-4	6
CCn1c(SCCN2CCCCC2)nnc1-c1ccc(S(=O)(=O)N2CCOCC2)cc1	-20	33*	-5	-4	3	0.0	-4	93*	0
O=C(Nc1ccc(F)cc1F)c1cccnc1	5	1	-6	-3	-16	0.6	-5	-11	1
CCSc1nnc(Cc2cc(=O)[nH]c(=O)[nH]2)n1-c1ccc(F)cc1	14	-1	-7	4	2	-0.3	-5	-7	0

Further structures follow.
SMILES	CHRM1 PAM	M4 antag	CHO parental Ca	M1 ag	OXTR potentiator	CHO-K1 Ca ag	CHO-K1 Ca antag	CHRM1 antagonist	CHRM4 agonist
O=C(O)c1ccccc1-c1ccccc1C(=O)Nc1ccc2c(c1)CCC2	5	-5	-6	-3	2	0.5	2	-9	0
O=C(Cc1ccc(Cl)cc1Cl)OCC(=O)N1CCN(C(=O)c2ccco2)CC1	3	8	-5	-6	-12	1.5	-8	-5	3
CCCNC(=O)C(=O)c1cccn1-c1ccsc1C(=O)OC	-9	8	-7	-7	-10	0.3	5	16	1
Nc1ccc2oc(-c3cccs3)nc2c1	8	1	-9	-3	2	-0.5	1	9	1
CCOC(=O)N1CCN(c2c(-c3ccccc3)c3cc(Cl)ccc3[nH]c2=O)CC1	7	10	-6	-1	0	-0.1	1	-10	0
Oc1ccc(C[C@@H]2CNC(=S)N2CCCCC2CCCCC2)cc1	-2	13	11	-4	-19	1.3	-9	2	2
O=C(NCCN1CCOCC1)c1ccc(Cl)c(S(=O)(=O)NCc2ccccc2)c1	14	-12	-12	4	0	0.0	-8	6	1
CN(Cc1ccco1)C(=O)c1ccc(S(=O)(=O)N2CCCCCC2)cc1	6	-4	-21	-4	-3	2.4	-12	-5	3
O=C(CC(C(=O)O)C1CCCO1)Nc1cccc(C(F)(F)F)c1 (stereo not drawn)	3	3	1	-3	-5	-0.2	4	4	1
